STAT1 act: increases IFN-gamma driven STAT1 reporter signal | NIH 3T3 STAT1-luciferase reporter, luminescence; 100% = IFN-gamma alone, no compound | activation (% of control), % at 5.5 µM | 200,000 tested, 2.6% active;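 active means activation above the screen-wide mean activation plus 3 SD, cut at about 130% in these data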;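 further: raw ratio to IFN-gamma control signal so 100% means no change and 0% no light; values of inactives mirror those of a sister screen read the other way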
Redox H2O2 prof: compounds producing H2O2 with reducing agent – biochemical, NIH compound library profiling, artefact control for MLSCN library redox annotation, primary screen; 200,000 tested, 0.03% active; DTT-dependent redox cycling H2O2, phenol red/HRP absorbance; 100% = 100 µM peroxide control, 0% = buffer; AID 878; activation, % at 10 µM;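 active means activation of at least 50% relative to the plate's high and low controls in the primary single-dose screen; inactive means activation below 50%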;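 further: compound incubated with DTT at 0.8 mM final as the reducing agent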
NF-kB neuron act: compounds increasing NF-kB expression in human neuronal cells; NF-kB reporter expression; active compounds read high; fold change at 12.5 µM; 190,000 tested, 1.6% active; AID 1239; in the data active means fold change above about 3.3
FLuc inhib CS: Photinus pyralis luciferase inhibition counter-screen. 200,000 tested, 1.5% active. inhibition, % at 10 µM. P08659. ATPLite firefly luciferase biochemical luminescence, 10 min;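 active means inhibition above about 50% when tested at 10 µM, limit read from the data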
Target sequence (P08659 whole entry, looked up): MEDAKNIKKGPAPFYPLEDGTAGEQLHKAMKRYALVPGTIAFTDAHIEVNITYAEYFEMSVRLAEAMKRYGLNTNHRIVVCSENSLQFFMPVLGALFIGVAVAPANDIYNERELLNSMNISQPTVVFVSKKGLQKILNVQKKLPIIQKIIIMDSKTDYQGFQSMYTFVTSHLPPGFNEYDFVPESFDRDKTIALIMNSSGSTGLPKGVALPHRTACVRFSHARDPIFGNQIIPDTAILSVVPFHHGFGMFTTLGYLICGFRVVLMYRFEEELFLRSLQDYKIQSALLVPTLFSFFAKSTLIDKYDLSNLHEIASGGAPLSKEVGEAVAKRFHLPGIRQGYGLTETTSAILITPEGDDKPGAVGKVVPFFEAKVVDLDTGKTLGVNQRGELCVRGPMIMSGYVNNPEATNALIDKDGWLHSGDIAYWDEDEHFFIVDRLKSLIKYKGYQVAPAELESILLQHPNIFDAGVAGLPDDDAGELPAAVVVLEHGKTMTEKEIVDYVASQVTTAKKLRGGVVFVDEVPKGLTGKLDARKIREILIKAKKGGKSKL
FLuc act counter: firefly luciferase counter-screen for stimulation assays | activation factor at 10 µM | 200,000 tested, under 10 active | ATPlite luciferase biochemical, luminescence, 10 min; 0 = ATP-free wells, 1 = DMSO control;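 active means luciferase activation factor, scaled between plate controls, of at least 2 with compound at 10 µM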
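test system = cell-free luciferase reagent | medium = PBS as buffer for the ATP substrate | dosing = test compounds dosed from 2 mM stocks in 100% DMSO | incubation = 10 min at ambient temperature | detection = luminescence measurement of luciferase light output | benchmarks = low control with PBS replacing ATP, high control enzyme plus ATP without compound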
Hsp70 activator: transcriptional activators of Hsp70 | activation, % at 10 µM | HeLa Hsp70 promoter luciferase reporter, luminescence; scaled: vehicle 0, proteasome-inhibitor control 100% | 200,000 tested, 0.04% active | AID 1203;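 active means activation above the mean across all tested compounds plus 3 SD, cutoff set per campaign, cut at about 5.5% in these data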;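 further: 100% = MG132 at 30 µM as the positive control and 0% = DMSO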
APP 5UTR inh: APP translation inhibition | SH-SY5Y APP 5'UTR-luciferase reporter, luminescence | 190,000 tested, 0.82% active | inhibition, % at 2 µM | AID 1285;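 active means inhibition above a set limit, derived from the sample mean plus 3 SD, cut at about 45% in these data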; further: values of inactives mirror those of a sister screen read the other way
HMGR II inh: E. faecalis class II HMG-CoA reductase inhibition | 190,000 tested, 0.41% active | purified E. faecalis HMGR, NADPH absorbance 340 nm kinetic | inhibition, % at 10 µM | AID 1066;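 active means inhibition above a set limit, the median over all tested compounds plus 3 SD, cut at about 9.5% in these data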;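 further: enzyme runs in reverse so mevalonate oxidation gives rising NADPH absorbance; 0% = complete reaction with DMSO and 100% = background rate lacking mevalonate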
APP 5'UTR act: activates APP 5'UTR luciferase reporter; SH-SY5Y APP 5'UTR luciferase reporter, luminescence; zero percent = DMSO vehicle wells; activation, % at 2 µM; 190,000 tested, 1% active; AID 1276;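 active means activation above a set limit, based on mean plus 3 SD of controls, cut at about 140% in these data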; further: values of inactives mirror those of a sister screen read the other way
G6PDH counter: inhibits Leuconostoc G6PDH, flagging false hits in G6PDH-based assays | AID 1020 | Purified L. mesenteroides G6PDH, diaphorase/resazurin coupled fluorescence, 45 min | 200,000 tested, 0.12% active | inhibition, % at 5 µM; in the data active means inhibition above about 50%
Active calls of the source: *; . = not tested or not shown.

SMILES	STAT1 act	Redox H2O2 prof	NF-kB neuron act	FLuc inhib CS	FLuc act counter	Hsp70 activator	APP 5UTR inh	HMGR II inh	APP 5'UTR act	G6PDH counter
Cc1onc(-c2c(Cl)cccc2Cl)c1C(=O)c1c[nH]c(C(=O)NCCCN2CCOCC2)c1	99	0.8	0.87	-7	1.1	-0.4	6	-11	-6	2
COc1ccc(N(C)S(=O)(=O)c2ccc3c(c2)oc(=O)n3C)cc1	99	-0.1	1.1	-6	1.1	-0.1	0	1	0	0
Cc1ccc(C)c(NC(=O)CSc2nc(C)cc(C)c2C#N)c1	100	0.8	1.1	-6	1.1	0.9	-10	-1	10	2
O=C(NCc1cccnc1)Nc1ccccc1F	105	0.5	1.5	-2	1	0.1	10	-1	-10	-2
Cc1ccc(N=Cc2ccc(N(C)C)cc2)cc1C	98	-0.2	1.9	-3	1	-0.4	18	1	-18	3
COc1ccccc1NC(=O)N1CCN(c2cccc(C(F)(F)F)c2)CC1	99	3.0	1.4	-1	1	1.1	-59	-3	59	-10
CN(C)c1ccc(C(=O)c2ccc(O)cc2O)cc1	100	-0.3	2	44	0.6	-0.2	-23	-2	23	11
NC1=NC(=O)/C(=C/c2cccs2)S1	108	-3.2	1.3	11	0.9	0.0	-12	-5	12	19
CCOC(=O)N1CCN(C(=O)COC(=O)c2ccc(O)cc2O)CC1	88	-0.5	1.1	-4	1	-0.4	-7	-1	7	2
COc1ccccc1OCCC(=O)O	104	-1.9	1.1	-7	1.1	0.0	-15	4	15	5
COc1cccc2[nH]c3c(N4CCC(C)CC4)ncnc3c12	102	-0.4	1	1	1	-0.5	-42	4	42	4
CN(CC(=O)NCc1ccc(F)cc1)S(=O)(=O)c1cccc2nsnc12	100	-8.6	0.76	-8	1.1	-0.2	-21	-4	21	5
CC(=O)C1=C(c2ccccc2)NC(=O)NC1c1ccccc1OCC(=O)NCc1ccccc1 (stereo unspecified)	97	0.1	0.94	-1	1	-0.6	4	-3	-4	6
Cc1noc(C)c1C(=O)N1CCc2ccccc2C1	99	-0.9	1.4	-8	1.1	-0.4	-10	-4	10	2
O=C(NCCC(c1ccccc1)c1ccccc1)c1cccs1	98	-0.4	1.1	-4	1	-0.2	.	1	.	14
O=C(CN1C(=O)C2CC=CCC2C1=O)Nc1ccc(S(=O)(=O)NC2=NCCCCC2)cc1 (stereo unspecified)	101	0.3	0.84	-2	1	-0.3	-2	-6	2	1
CCCCOc1ccc(C2C3CN(C(=O)OCC)CC=C3C(C#N)=C(N)C2(C#N)C#N)cc1OC (stereo unspecified)	96	2.9	0.79	-6	1.1	-0.4	9	2	-9	-28
O=C(CSc1nc2ccccc2n1Cc1ccc(Cl)cc1)N/N=C/c1ccccc1C(=O)O	102	-1.8	0.96	-3	1	0.3	-4	-4	4	2
COC(=O)c1cc(Br)c(=O)n(CCN2CCCCC2)c1	100	0.2	1.1	-10	1.1	0.0	-9	5	9	3
COC(=O)C1=C(C)N(C)C(=O)NC1c1cc(Cl)c(O)c(OC)c1 (stereo unspecified)	95	-0.2	0.94	-4	1	-0.2	-4	1	4	1
Cc1nn(Cc2ccccc2Cl)c2sc(C(=O)NCCCn3ccnc3)cc12	90	-0.6	0.78	0	1	-0.5	-5	-9	5	2
CCCC(=O)N1CCc2cc(OC)c(OC)cc2C1c1cc2cc3c(cc2[nH]c1=O)OCO3 (stereo unspecified)	99	1.2	.	.	.	0.0	2	.	-2	.
CCn1c(SCC(=O)c2cc(OC)ccc2OC)nnc1C1CC1	104	-1.2	.	-6	1.1	0.1	-2	.	2	-2
O=C(Cn1c(=O)n(CCC(=O)N2CCc3ccccc3C2)c(=O)c2ccccc21)NCC1CCCO1 (stereo unspecified)	103	-1.7	0.8	-3	1	-0.2	-6	1	5	0
COc1ccc(Nc2nnc(-c3ccc(O)cc3)c3ccccc23)cc1C(N)=O	93	-2.8	0.85	1	1	0.2	6	-2	-6	1
O=C(NC1CCCCC1)C1c2ccccc2C(=O)N1Cc1ccco1 (stereo unspecified)	105	1.5	1	-2	1	-0.5	-5	-6	5	6
O=C(Nc1ccc(N2CCOCC2)cc1)NC1CCCCC1	108	-1.0	1.3	2	1	0.0	-20	3	19	7
O=C(c1cccc(OC(F)F)c1)N1CCN(c2ncccn2)CC1	99	1.4	1	-7	1.1	-0.2	14	-2	-14	-9
CN1CCN(c2nc(-c3cccs3)cs2)CC1	111	-0.5	1.3	2	1	0.0	-3	-3	3	4
O=C(Nc1ccc(Cl)c(Cl)c1)C1=Cc2ccccc2OC1	125	0.1	2.9	2	1	0.0	-76	3	76	-5
CCCSc1nc(-n2ncc(C#N)c2N)c2c3c(sc2n1)CCC(C)C3 (stereo unspecified)	101	0.3	1.1	-5	1	-0.2	7	-4	-7	-8
Cc1cc(C(=O)N/N=C2\CC(=O)CC(C)(C)C2)c(C)n1-c1ccccc1	93	-0.4	0.68	-1	1	-0.4	-1	-1	1	10
Cc1ccc(NC(=O)Cn2cc(S(=O)(=O)c3ccc(C)cc3)c(=O)c3cc(F)ccc32)cc1	111	0.9	1.1	-5	1.1	0.0	-8	-4	8	6
O=C(NN=c1c(=O)c2ccccc2c1=O)c1ccccc1	94	-7.6	1.3	4	1	-0.2	4	1	-4	35
CSc1ccccc1C(=O)NC1CCCCCC1	104	-0.1	1.2	-4	1	-0.1	8	3	-8	0
COc1ccc(C(=O)NNC(=S)NC(=O)c2ccc(Br)o2)cc1OC	94	-1.7	0.97	2	1	-0.2	-14	-7	14	24
COc1cc(NC(=S)N2CCN(c3ccccn3)CC2)cc(OC)c1	94	0.0	1.3	1	1	-0.4	12	-1	-12	-13
COc1ccc2[nH]c(C)c(C(=O)CN3CCOCC3)c2c1	107	-0.9	1.4	-3	1	-0.2	-20	-3	20	12
Cc1cc(OC(=O)c2ccc(Cl)cc2Cl)nc(C)n1	102	1.6	1.1	5	1	-0.1	3	-2	-3	12
O=S(=O)(c1ccc(Cl)cc1)N1CCN=C1SCc1cccc(Cl)c1	93	0.4	1.2	-3	1	-0.2	1	2	-1	-1
COCc1cc(N2CCN(c3ccccc3F)CC2)nc(-c2ccccc2)n1	105	-1.0	0.98	4	1	-0.6	-16	-2	16	6
CC(Sc1nnnn1-c1ccccc1)C(=O)Nc1ccc(Cl)cn1 (stereo unspecified)	96	4.0	0.98	-2	1	-0.3	-11	1	11	18
Cc1cc(N/N=C\c2ccccc2)nc(-c2ccccc2O)n1	112	-0.1	1.2	65*	0.4	0.0	-21	-5	21	-7
Cc1nc2sc(C(c3ccc(F)cc3)N3CCOCC3)c(O)n2n1 (stereo unspecified)	98	-0.1	0.92	-6	1.1	-0.2	13	1	-13	9
Cc1ccc(C)c(C(=O)N(Cc2nc(-c3ccc(Cl)cc3)no2)C(C)C)c1	101	0.1	0.85	-1	1	-0.2	6	-1	-6	8
Cc1ccc(CN(Cc2ccc(C)o2)C(=S)NCC(=O)O)cc1	92	0.6	1.2	-1	1	-0.4	-4	-2	4	-8
Cn1c(Cn2c(=O)sc3ccccc32)nnc1SCC(=O)N1CCc2ccccc21	90	-0.9	1.1	-6	1.1	-0.2	28	-8	-28	3
COC(=O)COc1ccsc1C(=O)OC	101	2.6	1.3	-6	1.1	-0.5	10	-3	-10	-2
Cc1cc(/C=N/NC(=O)CC2(C)OCCO2)c(C)n1-c1cc(Cl)cc(Cl)c1	101	-0.3	1	-5	1.1	-0.2	18	-1	-18	0
Brc1cccc(-c2nnc3n2CCC3)c1	101	0.1	0.98	-3	1	-0.2	5	1	-5	3

Continued.
SMILES	STAT1 act	Redox H2O2 prof	NF-kB neuron act	FLuc inhib CS	FLuc act counter	Hsp70 activator	APP 5UTR inh	HMGR II inh	APP 5'UTR act	G6PDH counter
CCOC(=O)CSc1nnc(Cc2cc(=O)[nH]c(=O)[nH]2)n1-c1ccc(Cl)cc1	114	-0.1	1.1	-11	1.1	-0.1	8	1	-8	6
C=CCOc1ccc(/C=N/NC(=O)C(C)Sc2ccccn2)cc1OC (stereo unspecified)	97	-0.3	1.1	-5	1.1	-0.2	-3	1	3	-1
O=S(=O)(Nc1ccc(-c2nc3ccccc3o2)cc1)c1ccccc1	113	3.3	1.3	-8	1.1	-0.4	-7	1	7	15
COc1ccc(C=O)cc1CSc1nnc(COc2cccc3cccnc23)o1	90	-0.7	1.1	-6	1.1	-0.1	13	-7	-13	9
Cc1ccc(C(=O)Nc2nc(-c3cc(Cl)sc3Cl)cs2)cc1	93	0.3	1.2	-2	1	-0.1	-17	-4	17	-2
Cc1ccc(-n2ncc3c(=O)[nH]c(SC(C)C)nc32)cc1	97	-0.4	0.98	-10	1.1	-0.2	-11	1	11	-37
Cc1nn(C)cc1CN(C)C(=O)c1nn2c(c1Cl)NC(c1cccs1)CC2C(F)(F)F (stereo unspecified)	92	2.9	0.9	-2	1	-0.5	-16	0	17	-2
CCn1c(COc2ccc3c(c2)CCCC3)nnc1SCC(=O)Nc1nccs1	102	2.1	0.99	-7	1.1	-0.3	0	-2	0	-12
CSCCC(NC(=O)c1ccccc1)C(=O)O (stereo unspecified)	100	0.2	1.1	-3	1	-0.1	-27	-1	27	7
CCCN(CC(=O)Nc1ccc(C(N)=O)cc1)CC(=O)Nc1cc(Cl)ccc1Cl	108	-0.6	1.1	-5	1	0.0	-26	4	26	4

Of the compounds above, 8 contain a thiophene ring, fused or not.
SMILES	STAT1 act	Redox H2O2 prof	NF-kB neuron act	FLuc inhib CS	FLuc act counter	Hsp70 activator	APP 5UTR inh	HMGR II inh	APP 5'UTR act	G6PDH counter
NC1=NC(=O)/C(=C/c2cccs2)S1	108	-3.2	1.3	11	0.9	0.0	-12	-5	12	19
O=C(NCCC(c1ccccc1)c1ccccc1)c1cccs1	98	-0.4	1.1	-4	1	-0.2	.	1	.	14
Cc1nn(Cc2ccccc2Cl)c2sc(C(=O)NCCCn3ccnc3)cc12	90	-0.6	0.78	0	1	-0.5	-5	-9	5	2
CN1CCN(c2nc(-c3cccs3)cs2)CC1	111	-0.5	1.3	2	1	0.0	-3	-3	3	4
CCCSc1nc(-n2ncc(C#N)c2N)c2c3c(sc2n1)CCC(C)C3 (stereo unspecified)	101	0.3	1.1	-5	1	-0.2	7	-4	-7	-8
COC(=O)COc1ccsc1C(=O)OC	101	2.6	1.3	-6	1.1	-0.5	10	-3	-10	-2
Cc1ccc(C(=O)Nc2nc(-c3cc(Cl)sc3Cl)cs2)cc1	93	0.3	1.2	-2	1	-0.1	-17	-4	17	-2
Cc1nn(C)cc1CN(C)C(=O)c1nn2c(c1Cl)NC(c1cccs1)CC2C(F)(F)F (stereo unspecified)	92	2.9	0.9	-2	1	-0.5	-16	0	17	-2

Source: PubChem BioAssay
